Ec RNAP inh: inhibitors of Escherichia coli RNA polymerase; actives 0.2% (n = 62,000); AID 559; E. coli RNA polymerase, fluorescence transcription assay; P0A8V2; inhibition, %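 (tested at 10 µM)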; in the data active = inhibition above about 20%;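 note: 0% = enzyme without compound and 100% = no enzyme blank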
RORa activator: RORA (human) activation; P35398; CHO-K1 Gal4-RORA LBD luciferase reporter, luminescence; percent increase over mock-subtracted basal signal; activation, % at 10 µM; actives 1.5% (n = 65,000);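 active = activation above the mean of all tested compounds plus 3 SD, cut at about 49% in these data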;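 note: 0% = DMSO-treated RORA cells and 100% = added signal equal to DMSO minus mock-transfected cells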
ROCK2 inh: blocks human Rho kinase 2 activity; O75116; purified ROCK2, Kinase-Glo ATP depletion luminescence; inhibition, % at 6 µM; actives 0.35% (n = 60,000); AID 604;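 active = inhibition above the screen-wide mean inhibition plus 3 SD, cut at about 18% in these data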;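 note: plate controls were DMSO wells for no effect and Y-27632 control wells after no-enzyme background subtraction for full effect; many of its hits are not listed in these tables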
CatB mixtures: inhibitors of human cathepsin B in compound mixtures; Purified cathepsin B, AMC dipeptide fluorescence; AID 488; P07858; inhibition, %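 (ten-compound pools at 5 µM per compound and 50 µM total)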; actives 0.06% (n = 62,000); in the data active = inhibition above about 22%, passing the limit was not always enough;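 note: 0% = enzyme without compound and 100% = no enzyme blank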
AP complement: orthogonal test for alternative complement pathway inhibitors; Human serum alternative complement pathway, LPS-coated ELISA, C3 deposition; tested in compound mixtures; inhibition, % at 5 µM; actives 0.08% (n = 62,000); AID 1235;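 active = inhibition above 30% in each of the two pooled mixtures holding the compound, so the lower value exceeds 30%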;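 note: 0% = serum in Mg-EGTA without compound and 100% = EDTA serum blank; some compounds past the cut are filed as inactive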
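Assay system: Human serum alternative complement pathway, C3 deposition on LPS-coated wells | Incubation: 1 h serum-compound exposure at 37 °C | Doses: 5 µM per compound in ten-compound mixtures | Read-out: Percent inhibition | Technique: ELISA with HRP anti-human C3 antibody, TMB substrate, absorbance 450 nm | Replication: Two pool placements per compound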
PKA inh: blocks human protein kinase A activity | P17612 | PKA Kemptide phosphorylation, Kinase-Glo ATP luminescence | inhibition, % at 6 µM | actives 0.1% (n = 65,000) | AID 524;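 active = inhibition above the screen-wide mean inhibition plus 3 SD, cut at about 21% in these data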; note: many of its hits are not listed in these tables
CatS block: inhibitors of human cathepsin S; recombinant cathepsin S, AMC dipeptide fluorescence, pooled mixtures; inhibition, %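 (tested at 5 µM per compound within 10-compound mixtures)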; actives 0.06% (n = 62,000); AID 501; in the data active = inhibition above about 32%, passing the limit was not always enough;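 note: 0% = enzyme without compound and 100% = blank without enzyme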
CatB inh: inhibitors of human cathepsin B. P07858. purified cathepsin B, fluorogenic substrate, fluorescence. inhibition, %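 (tested at 10 µM)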. actives 0.1% (n = 63,000); in the data active = inhibition above about 21%;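 note: 0% = enzyme with no compound and 100% = no enzyme blank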
JNK3 inh: blocks human JNK3 kinase activity; inhibition, % at 8 µM; purified JNK3 kinase activity, HTS; actives 0.61% (n = 60,000); P53779; AID 746; in the data active = inhibition above about 17%;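 note: 0% = DMSO and 100% = reference inhibitor; many of its hits are not listed in these tables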
* hit, by the source's call; nt = not tested or not shown. These rows are one share of the data; rates above refer to the full screens.

SMILES | Ec RNAP inh | RORa activator | ROCK2 inh | CatB mixtures | AP complement | PKA inh | CatS block | CatB inh | JNK3 inh
Nc1nonc1C(=O)NC(c1ccccc1)c1ccccc1 | 9.1 | -6.4 | 2.2 | 7.2 | -1.4 | 8.2 | -9.3 | 5.5 | 3.9
COc1cc(NS(=O)(=O)c2ccc(Br)s2)cc(OC)c1 | 6.4 | 17.3 | 2.7 | 3.3 | -2.3 | -0.3 | 7.8 | 3.6 | 4.2
COc1cc(C(=O)Nc2cccc(-c3nc4ncccc4o3)c2C)cc(OC)c1OC | -10.5 | -2.0 | -3.9 | -5.3 | 30.7* | 10.9 | -11.9 | -3.0 | 1.7
O=C(COc1cccc(OC(F)F)c1)Nc1ccc(SC(F)F)cc1 | 3.2 | -11.1 | nt | -3.4 | 1.6 | 9.0 | -8.6 | 3.4 | nt
CCOC(=O)N1CCN(CC(=O)Nc2c(C(=O)OC)[nH]c3cccc(Cl)c23)CC1 | -1.2 | -8.8 | 3.7 | -2.7 | 7.7 | 7.9 | 8.8 | 0.7 | -5.1
COc1ccc(C(=O)OCCN2C(=O)c3ccccc3C2=O)cc1OC | 2.0 | nt | nt | 7.4 | 14.6 | nt | -1.2 | -6.5 | nt
CCCCN(C)C(=O)CCC(=O)Nc1ccc2nc(N3CCOCC3)cc(C)c2c1 | 0.0 | 17.0 | 8.6 | -1.1 | 3.8 | 10.7 | -7.5 | 2.2 | -7.3
Cc1ccc(N(CC(=O)Nc2ccc(S(=O)(=O)N3CCOCC3)cc2)S(C)(=O)=O)cc1C | -2.2 | -1.4 | nt | 1.7 | 17.1 | -3.6 | 14.0 | 2.6 | nt
CCCCn1cnc2cc(NCc3cccc(OC)c3O)ccc21 | 6.5 | -2.0 | -3.3 | 2.8 | 21.4 | -0.1 | -3.5 | -1.7 | -9.1
O=c1[nH]c2ccc(Cl)cc2c(-c2ccccc2)c1N1CCN(c2ccccn2)CC1 | 7.5 | -6.6 | 4.0 | 2.3 | 4.9 | 13.0 | 10.9 | 1.1 | 1.8
COc1ccc(N(CC(=O)NCc2cccs2)S(=O)(=O)c2cccnc2)cc1 | -0.8 | 2.1 | 1.2 | 0.3 | 8.0 | 3.8 | -1.2 | -2.3 | -1.6
O=C(c1ccccc1)c1ccccc1C(=O)N1CCCC1 | 10.2 | -4.6 | -3.2 | 8.0 | 9.8 | 3.1 | -0.1 | 2.2 | -0.6

Looked up by structure from the list above:
SMILES | Ec RNAP inh | RORa activator | ROCK2 inh | CatB mixtures | AP complement | PKA inh | CatS block | CatB inh | JNK3 inh
CCOC(=O)N1CCN(CC(=O)Nc2c(C(=O)OC)[nH]c3cccc(Cl)c23)CC1 | -1.2 | -8.8 | 3.7 | -2.7 | 7.7 | 7.9 | 8.8 | 0.7 | -5.1
CCCCN(C)C(=O)CCC(=O)Nc1ccc2nc(N3CCOCC3)cc(C)c2c1 | 0.0 | 17.0 | 8.6 | -1.1 | 3.8 | 10.7 | -7.5 | 2.2 | -7.3
CCCCn1cnc2cc(NCc3cccc(OC)c3O)ccc21 | 6.5 | -2.0 | -3.3 | 2.8 | 21.4 | -0.1 | -3.5 | -1.7 | -9.1

Remaining list, next part
SMILES | Ec RNAP inh | RORa activator | ROCK2 inh | CatB mixtures | AP complement | PKA inh | CatS block | CatB inh | JNK3 inh
CC(C)OC(=O)CSc1ncnc2c1cnn2-c1ccccc1 | 3.9 | 1.9 | 6.7 | 1.6 | -2.9 | 11.2 | -4.1 | -0.9 | -0.1
CCCCC1(CC)C(=O)NC(=O)NC1=Nc1ccc(OC)cc1 (stereo not given) | 8.4 | 9.6 | -2.0 | -4.2 | -0.9 | -5.6 | 12.8 | -6.9 | -7.1
CCN1CCN(CC(=O)n2c3c(c4ccccc42)CC(C)CC3)CC1 (stereo not given) | 11.1 | -13.6 | 7.0 | -0.8 | 7.3 | 9.4 | 4.4 | 0.7 | -7.6
CNC(=O)NCCN1CCCC1=O | -0.3 | -2.4 | -0.8 | 4.1 | 10.5 | 3.4 | -0.4 | 2.2 | -8.1
CCOc1ccc(S(=O)(=O)NCC2CCCO2)c2cccnc12 (stereo not given) | -18.2 | -9.9 | 5.7 | -23.9 | 24.1 | 6.1 | -50.4 | -3.2 | -3.3
CCOc1ccc(-c2nnn(CC(=O)c3ccc4c(c3)OCCO4)n2)cc1OCC | 0.2 | 7.4 | 0.7 | -10.2 | 17.9 | 7.8 | -25.6 | 1.4 | -0.5
Cc1ccc(Cn2c(C(=O)NCCCN3CCOCC3)cc3sccc32)cc1 | 4.4 | 10.3 | -0.2 | 3.7 | 23.1 | 2.7 | -1.4 | -3.1 | 6.6
O=C(CSc1ncnc2c1oc1ccccc12)OCc1ccccc1 | 2.6 | 24.5 | -3.6 | 2.3 | 22.4 | -0.5 | -6.6 | 2.6 | -8.1
CCc1nc(SCc2ccccn2)c2c(=O)n(C)c(=O)n(C)c2n1 | 8.4 | -29.3 | -2.5 | 2.0 | 10.8 | -8.6 | 5.9 | 5.5 | -1.1
O=C(CSc1nnc(-c2cccs2)n1-c1ccccc1)NCc1ccc2c(c1)OCO2 | -1.6 | -3.9 | 5.2 | -3.7 | 15.6 | 10.4 | -5.4 | 2.8 | 1.6
O=C1C=C(O)CC(c2cccs2)C1 (stereo not given) | 5.4 | -6.3 | -9.2 | nt | nt | 2.5 | nt | 1.8 | -2.4
CCCCN(C)C(=O)c1cn(C)c2ccc(S(=O)(=O)N(C)C)cc2c1=O | 7.8 | -18.0 | -0.9 | 2.2 | 6.7 | 0.8 | -1.9 | 1.4 | -1.4
CCOc1ccc(CN(CCO)CCO)cc1C(=O)OC | 4.6 | 4.6 | 3.0 | 4.1 | 3.8 | -1.7 | 12.2 | -0.7 | -0.6
Cc1ccccc1NS(=O)(=O)c1cccc(-c2nnc(-c3ccccc3)o2)c1 | -4.8 | -7.8 | 2.3 | 2.2 | 32.7 | 0.9 | -5.5 | 0.0 | 1.9
Nc1ccc2[nH]ncc2c1 | 4.6 | -9.8 | 32.3* | 4.3 | -5.0 | 0.3 | 1.4 | 2.0 | -4.6
COc1cccc(-n2nnnc2SCC(=O)Nc2cccc(NC(C)=O)c2)c1 | -4.8 | -7.3 | 5.5 | -2.0 | 2.9 | -1.7 | 11.5 | -1.0 | 3.4
Cn1c(N)c(C(=O)COC(=O)c2cccs2)c(=O)n(C)c1=O | 13.4 | -0.3 | 3.6 | 3.0 | 7.4 | 6.1 | -0.4 | 1.3 | 6.3
O=C(CC1CCCCC1)NCc1cn2ccsc2n1 | 18.0 | -8.3 | 0.3 | 4.0 | 8.6 | 1.5 | 3.2 | -0.2 | -9.5
O=C(Cn1cnc2ccccc21)OCC(=O)N1CCc2ccccc2C1 | -2.5 | -10.3 | -5.2 | -3.3 | 10.3 | -7.7 | -5.4 | -0.6 | -10.2
O=S(=O)(c1cc(Cl)ccc1Cl)N1CCCCC1 | 2.7 | -21.3 | 1.4 | 3.6 | 12.4 | 11.1 | 2.3 | -1.6 | -2.7
COC(=O)c1ccccc1NC(=O)CS(=O)(=O)Cc1nc(-c2ccc(C)cc2)oc1C | 1.8 | 3.3 | 0.9 | 3.6 | 21.9 | 4.7 | 3.5 | 1.4 | -3.6
COc1ccc(C2C3=C(CCCC3=O)Nc3nc(C(F)(F)F)nn32)cc1OC (stereo not given) | 0.0 | -4.3 | 5.4 | 1.9 | 4.0 | 9.4 | -1.6 | 1.1 | 8.6
O=C(c1ccco1)N1CCN(C(=O)c2cccn3c(=O)c4c5c(sc4nc23)CCCC5)CC1 | -9.2 | -9.8 | 1.8 | -2.7 | -3.8 | 8.1 | -3.6 | -0.9 | -1.9
Oc1c(C(c2ccc(F)cc2)N2CCc3ccccc3C2)sc2ncnn12 (stereo not given) | 2.5 | 8.9 | -3.4 | 0.5 | 8.6 | 7.2 | -3.9 | 2.6 | -2.7
O=C1CC(c2ccccc2)CN1C(=O)c1ccccc1 (stereo not given) | 4.5 | 3.7 | 6.0 | -0.2 | 12.8 | 10.2 | -6.5 | 0.9 | 2.8
O=C(Nc1ccc2c(c1)nc1n2CCCCC1)c1cc(S(=O)(=O)N2CCOCC2)ccc1Cl | -0.6 | -7.2 | -0.6 | -4.0 | 6.2 | 1.1 | 10.2 | -1.6 | -1.4
COc1cccc(NC(=O)N2CCCC2C(=O)NCC(C)C)c1 (stereo not given) | 3.6 | -6.8 | -2.1 | 2.2 | 5.0 | -5.0 | -4.7 | 0.0 | 0.7
N=C1C=CC=C2C1=NC1(CCCCC1)N2O | 9.5 | 20.5 | 1.9 | 1.5 | -4.1 | 3.9 | 1.9 | 2.5 | -11.8
CCOC(=O)c1cc(-c2ccc(C)o2)nn1CCC#N | 6.0 | -16.6 | nt | 4.3 | 15.7 | 2.6 | 1.7 | 7.6 | nt
COc1ccc(OC)c(S(N)(=O)=O)c1 | 12.8 | 0.8 | 6.0 | 1.8 | 0.2 | 4.7 | 1.8 | 4.8 | 0.0
Cc1ccc(-c2nc(NC(=O)CSc3nnc(C)s3)ns2)cc1 | 8.4 | 26.1 | -2.2 | 4.5 | 18.2 | 2.6 | 0.5 | -0.8 | -6.0
CCC(C)(C(=O)NC1CCCCC1)N(Cc1ccco1)C(=O)CC1NC(=O)NC1=O (stereo not given) | -1.3 | -2.6 | nt | -1.1 | 6.8 | -1.1 | 5.1 | 4.7 | nt
COc1cccc(C(=O)Nc2ncc3c(n2)CC(C)CC3=O)c1 (stereo not given) | 3.6 | 36.7 | 0.7 | 3.3 | 18.4 | 10.1 | -6.0 | 0.6 | -5.7
CCOC(=O)C1=C(C)N=c2s/c(=C/c3ccco3)c(=O)n2C1c1cccc(OC)c1 (stereo not given) | 3.1 | -3.2 | 1.4 | 2.2 | 13.2 | 10.8 | 1.4 | -0.7 | -6.0
Cc1ccc(C(C)NC(=O)c2c(C)noc2C)cc1C (stereo not given) | 3.9 | -8.0 | -1.7 | -3.2 | 3.1 | -2.4 | 13.0 | 1.1 | 0.6
O=C1CN(C(=O)COC(=O)C23CC4CC(CC(O)(C4)C2)C3)c2ccccc2N1 | 9.5 | -10.5 | -2.4 | 6.2 | 2.4 | 0.0 | 15.7 | -5.8 | -4.9
COCCCNC(=O)c1c(N)n(/N=C/c2cccnc2)c2nc3ccccc3nc12 | -4.5 | 5.4 | -13.7 | nt | nt | -1.6 | nt | 0.4 | 1.7
Nc1sccc1C(=O)c1ccc(Cl)cc1 | 4.9 | 11.7 | 4.0 | 8.3 | 9.1 | 0.9 | -6.4 | 0.2 | 9.2
COc1ccc2nc3oc(C(=O)N4CCN(c5cccc(C(F)(F)F)c5)CC4)cc3cc2c1 | 6.6 | 10.3 | 5.5 | -0.5 | -0.6 | 14.0 | 1.9 | 0.9 | 4.7
CS(=O)(=O)N1CCC(C(=O)Nc2ccccc2F)CC1 | 11.9 | -18.0 | -1.0 | 8.1 | 11.2 | -2.6 | 16.6 | -1.0 | 3.1
Cc1ccc(S(=O)(=O)N(C)Cc2cc3ccccc3[nH]c2=O)cc1 | 4.0 | -1.4 | 1.3 | 2.2 | 3.9 | 0.5 | -8.3 | 1.7 | 1.1
COc1ccc(CCNC(=O)c2ccc(CNc3c(N4CCOCC4)c(=O)c3=O)cc2)cc1OC | 5.8 | -21.4 | 5.0 | -2.0 | 0.2 | 14.8 | 7.2 | -2.1 | 3.4
Cc1ccc(NC(=O)CCN2CCc3ccccc3C2)cc1 | 4.9 | 11.9 | 4.7 | 5.0 | 6.7 | 7.8 | -12.1 | 3.0 | -4.8
COC(=O)c1sccc1NC(=O)CSc1nnnn1-c1ccccc1F | 1.9 | 1.4 | 12.8 | 1.8 | 18.1 | 10.9 | -8.8 | -0.2 | 12.5
COc1cc(OC)c(-c2nn3c(C4CCCCC4)nnc3s2)cc1OC | 9.6 | -12.2 | 4.7 | 3.3 | 1.3 | -4.6 | 6.2 | 2.3 | -1.7

Screening results deposited in PubChem by several laboratories.
